Screening results (PubChem BioAssay)
Tau fluor counter – counter-screen for tau fibril formation inhibitors; tau K18 P301L Alexa594 fluorescence, heparin fibrillization; Potency, µM (doses to about 57.7 µM), for the others: top-dose activity change, negative = decrease; 280,000 compounds, 0.93% hits; AID 1463; further: nearly all actives have a fitted effect of over 55% in size
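Human tau K18 P301L (15 uM unlabeled, 0.24 uM Alexa 594-labeled) in 100 mM sodium acetate pH 7 with 20 uM heparin, 6 hr at 37 C. ThT 30 uM added, 1 hr ambient; Alexa 594 FP and total fluorescence read at 555/632 nm.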
TRb-SRC2 inh – inhibitors of human thyroid hormone receptor beta-SRC2 interaction; P10828; TRbeta-SRC2 peptide binding, fluorescence polarization; receptor liganded with 1 µM T3; Potency, µM (top dose mostly 106 µM), for inactives: at the top dose activity change, negative = inhibition, hits mostly inhibitors; 280,000 compounds, 0.065% hits; AID 1469;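 further: plate controls were bound peptide for no effect and peptide without receptor for full effect; nearly all actives have a fitted effect of over 50% in size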
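Quantitative HTS by FP: 0.6 uM TRb LBD, 20 nM labeled SRC2 20-mer, 1 uM T3, 5% DMSO; 5 hr ambient incubation; % activity per concentration and potencies from concentration series.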
L3MBTL1 block – inhibitors of human L3MBTL1; Q9Y468; AlphaScreen L3MBTL1–H3K9me1 peptide binding; Potency, µM (doses to about 57.1 µM), without a hit: top-dose activity, negative = inhibition, actives largely listed as inhibitors; 230,000 compounds, 0.66% hits; AID 485360; further: nearly all actives have a fitted effect of over 60% in size
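Read-out is AlphaScreen signal from streptavidin donor and nickel chelate acceptor beads (10 ug/mL final each) bridging L3MBTL1 (50 nM) and biotinylated K9-monomethylated H3(1-15) peptide (75 nM), after 30 min compound exposure at room temperature.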
TexasRed fluor – alters Texas Red total fluorescence, flagging assay interference; TRb/SRC2 Texas Red total fluorescence interference; Potency, µM (series often up to 106 µM), for the others: top-dose fluorescence change, negative = quenching; 280,000 compounds, 0.29% hits; AID 1479; active means well fitted curve in either direction with a large enough effect; inconclusive means small, poorly fitted or top-dose-only effect
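Flags fluorescent or light-absorbing compounds by total fluorescence, S + 2P, at 555 nm excitation and 632 nm emission. Mixture: 20 nM Texas Red SRC2 peptide, 0.6 uM human TRb LBD, 1 uM T3, 5% DMSO; compound exposure 5 h at ambient temperature.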
Tau ThT inhib – inhibitors of human tau fibril formation, thioflavin T binding | Potency, µM (titrated, usually from 57.4 µM), for the others: at the highest dose activity, negative = inhibition, usual class: inhibitors | P10636 | recombinant tau K18 P301L, heparin-induced fibrillization, ThT fluorescence | 270,000 compounds, 2.1% hits | AID 1460; further: nearly all actives have a fitted effect of over 55% in size
Target sequence (P10636 561-689 P618L limits assumed): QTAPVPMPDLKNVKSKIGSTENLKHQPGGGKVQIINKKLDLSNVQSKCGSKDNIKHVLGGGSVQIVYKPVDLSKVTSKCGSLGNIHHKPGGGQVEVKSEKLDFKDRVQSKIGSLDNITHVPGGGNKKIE
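Using a mix of unlabeled (15 uM) and Alexa 594-labeled (0.24 uM) tau K18 P301L, heparin-triggered fibrillization over 6 hr at 37 C was scored by ThT fluorescence.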
Tau fibril FP – blocks human tau fibril formation measured by polarization; P10636; K18 P301L tau heparin fibrillization, Alexa594 FP, 6 h; Potency, µM (highest dose often 57.7 µM), for the others: top-dose activity, negative = inhibition, usual class: inhibitors; 280,000 compounds, 0.39% hits; AID 1468; further: nearly all actives have a fitted effect of over 55% in size
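FP of Alexa 594-tau after heparin (20 uM) induction. Substrate: human K18 P301L, 15 uM unlabeled, 0.24 uM labeled. Buffer 100 mM sodium acetate pH 7. 6 hr, 37 C.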
aGal spleen mod – inhibits or activates alpha-galactosidase in human spleen homogenate | P06280 | human spleen homogenate, 4MU-alpha-Gal fluorescence, 40 min | Potency, µM (highest dose often 80 µM), for inactives: at the highest dose activity change, negative = inhibition, usual class: inhibitors | 240,000 compounds, 0.008% hits | AID 2107;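 further: 0% = enzyme with vehicle and -100% = no enzyme basal signal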
Target sequence (P06280 32-429 limits assumed): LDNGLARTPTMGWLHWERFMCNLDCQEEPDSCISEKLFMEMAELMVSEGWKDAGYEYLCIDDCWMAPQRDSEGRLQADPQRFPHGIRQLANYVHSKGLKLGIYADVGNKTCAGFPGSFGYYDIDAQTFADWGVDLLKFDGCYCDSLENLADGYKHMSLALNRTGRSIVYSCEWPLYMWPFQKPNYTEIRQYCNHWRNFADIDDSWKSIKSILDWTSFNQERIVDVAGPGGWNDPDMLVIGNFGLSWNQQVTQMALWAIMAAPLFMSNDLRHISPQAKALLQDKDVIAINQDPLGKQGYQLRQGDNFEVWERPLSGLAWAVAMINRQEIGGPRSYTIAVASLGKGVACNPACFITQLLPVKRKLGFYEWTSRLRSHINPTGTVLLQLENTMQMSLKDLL
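Inhibition or activation of alpha-galactosidase in human spleen homogenate is scored by 4-MU fluorescence after 40 min at 37C, pH 5.0, with 1 mM substrate. AC50s come from concentration-response fitted to the Hill equation.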
ALDH1A1 block – inhibitors of human aldehyde dehydrogenase 1A1; P00352; Purified ALDH1A1, NADH fluorescence, propionaldehyde substrate; Potency, µM (top dose mostly 75.3 µM), for inactives: at the highest dose activity, negative = inhibition, usual class: inhibitors; 220,000 compounds, 7.3% hits; AID 1030; active means well fitted inhibition curve with a large enough effect, not every such curve was filed as active; inconclusive means small, poorly fitted or top-dose-only effect, or another doubt; inactive means no such curve, though single readings can be large or run the other way;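 further: plate controls were no enzyme wells and a reference inhibitor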
Target sequence (P00352 whole entry, looked up): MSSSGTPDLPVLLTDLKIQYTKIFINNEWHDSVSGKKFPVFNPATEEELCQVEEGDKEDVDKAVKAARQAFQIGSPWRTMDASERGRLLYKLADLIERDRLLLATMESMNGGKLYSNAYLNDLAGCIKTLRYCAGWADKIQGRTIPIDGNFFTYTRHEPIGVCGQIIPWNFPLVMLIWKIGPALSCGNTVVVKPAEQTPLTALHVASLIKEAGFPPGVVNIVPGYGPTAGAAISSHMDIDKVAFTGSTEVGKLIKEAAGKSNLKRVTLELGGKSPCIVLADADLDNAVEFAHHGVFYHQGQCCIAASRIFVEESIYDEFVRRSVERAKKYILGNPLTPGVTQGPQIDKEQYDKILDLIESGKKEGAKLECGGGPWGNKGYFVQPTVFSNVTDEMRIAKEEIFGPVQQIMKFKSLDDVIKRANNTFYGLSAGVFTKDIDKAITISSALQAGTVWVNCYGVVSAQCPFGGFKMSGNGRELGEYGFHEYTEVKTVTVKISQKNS
* = called active by the depositor; ? = inconclusive; nt = not tested or not shown; & = joins results of further samples; [ ] = remark or other dose. Unless noted, the call rests on the fitted dose curve; in most records, active means well fitted curve in the direction sought with a large enough effect; inconclusive means small, poorly fitted or top-dose-only effect, or another doubt; inactive means no such curve, though single readings can be large; an effect the other way counts as inactive or inconclusive. Unless noted, on the % scale 0 is the no-effect control and ±100 the full control effect; potency means the concentration at half of the fitted maximal effect.

structure,Tau fluor counter,TRb-SRC2 inh,L3MBTL1 block,TexasRed fluor,Tau ThT inhib,Tau fibril FP,aGal spleen mod,ALDH1A1 block
COc1ccc(C2=NN(C(=O)c3cccs3)C(O)(C(F)(F)F)C2)cc1 (centres undefined),?,9%,nt,0%,?,-2%,-2%,?
Cc1cccc(OCC(O)CN2C(C)(C)CC(O)CC2(C)C)c1 (centres undefined),5%,-26%,nt,0%,6%,6%,-10%,2%
CCN(Cc1ccccc1)C(=O)Cn1cc2c(n1)CCCC2,-5%,-3%,-3%,-1%,-12%,-3%,4%,1%
Cc1ccccc1Oc1cc(-n2ncc(Cl)c(Cl)c2=O)ncn1,-12%,0%[53 µM],-1%,-2%[53 µM],10µM*,?,-5%,1.6µM*
Cc1cc(C)c2[nH]c(=O)c(=O)[nH]c2c1,11%,-8%,27%,-6%,7%,5%,-2%,-7%
Cc1ccc(C)c(S(=O)(=O)NCC(c2ccco2)S(=O)(=O)c2ccc(F)cc2)c1 (centres undefined),-29%,0%,nt,1%,-10%,-4%,nt,nt
CCC(=O)Nc1ccc(C(=O)N/N=C/c2cc(Br)c(OC)cc2OC)cc1,-6%,1%,6%,-1%,?,-8%,-15%,-5%
COc1ccc(-c2noc(COc3ccc4c(c3)OCO4)n2)cc1,-30%,-9%,2%,-2%,?,?,-10%,23%
CN(C(=O)CSc1nc(C2CC2)nc2ccccc12)c1nc(-c2ccccc2)cs1,-18%,-11%,5%,0%,-10%,?,-2%,?
CC(C)(C)NC(=O)Cn1c(=O)n(CC(=O)NC(C)(C)C)c2ccccc21,3%,8%,8%,-3%,1%,-7%,-3%,3%
Cc1nn(CC(=O)NCCc2ccc(Cl)cc2)c(=O)c2cc3cc(F)ccc3n12,-9%,6%,nt,8%,-2%,-5%,nt,nt
CCN(CC)CCNC(=O)c1c(O)c2cccc3c2n(c1=O)CCC3,4%,-5%,-1%,-5%,3%,1%,-11%,?
Cc1ccc2c(CC(=O)N3CCOCC3)coc2c1,2%,2%,-3%,-2%,5%,-6%,-3%,4%
Cc1nn(C)c2c1c(-c1ccccc1)cc(=O)n2Cc1c(F)cccc1Cl,-7%,7%,nt,2%,-10%,-8%,nt,nt
O=C(Cn1nnc(-c2ccccc2)n1)N/N=C/c1cccc([N+](=O)[O-])c1O,-2%,6%,1%,1%,10µM*,11%,13%,9%
CCc1cc(-c2n[nH]c(C)c2Oc2ccc(C(C)C)cc2)c(O)cc1O,7.1µM*[quencher],6%,nt,-7%,28µM*,?,8%,?
CCCCc1nc2c(c3c1CC(C)OC3)CN(CCOc1ccccc1)CC2 (centres undefined),-18%[11.6 µM],2%[11.2 µM],nt,-4%[11.2 µM],-14%[11.5 µM],-1%[11.6 µM],9%[17.5 µM],-2%[13.5 µM]
COC(=O)c1ccc(-c2nc3cc(Cl)c(N)cc3s2)cc1,-27%,5%,8%,-5%,?,-4%,10%,10%
CC(C(=O)OCC(=O)Nc1cccc(S(=O)(=O)N2CCOCC2)c1)N1C(=O)c2ccccc2C1=O (centres undefined),-16%,7%,nt,0%,-3%,-3%,-3%,25µM*
CC(C)(C)c1ccc(Oc2cccc(C3CC(=O)C(C4NCCc5ccccc54)C(=O)C3n3cncn3)c2)cc1 (centres undefined),-14%,-1%,-1%,2%,-23%,9%,5%,?
O=C(Cn1cc(C(=O)c2ccco2)c2ccccc21)Nc1ccccc1,?,9%&2%,nt,6%&2%,1%&-8%,?,-3%,-5%
O=C(O)CCCC(=O)Nc1ccc(Oc2ncnc3cc(Cl)ccc23)nc1,5%,-10%,1%,-1%,-8%,9%,5%,?
COc1cc(CN(C)Cc2ccccc2)cc(OC)c1O,-28%,4%,nt,1%,?,4%,-1%,0%
COc1cccc(C(=O)Nc2nc(-c3nnn(-c4cc(C)ccc4C)c3C)ns2)c1,-29%,-1%,nt,-1%,-8%,-8%,nt,nt
Cc1c(NC(=S)NC(NC(=O)C(C)(C)C)C(Cl)(Cl)Cl)c(=O)n(-c2ccccc2)n1C (centres undefined),-23%,0%,4%,-3%,?,-7%,-4%,14%
COc1ccc2c(C)cc(N3CCN(c4ccc(F)cc4)CC3)nc2c1,?,7%,nt,2%,?,9%,8%,?
Fc1cccc(NC(=S)NCc2cccnc2)c1,-10%,-2%,26%,-5%,-4%,0%,-1%,11%
COCCNC(=O)/C(C#N)=C/c1ccc(OCc2ccccc2)cc1,-3%,3%,-11%,-4%,?,-10%[2.34 µM],-10%,-7%
Cc1occc1C(=O)NNS(=O)(=O)c1ccc(Cl)cc1,-6%,-3%,21%,-11%,-2%,7%,7%,3%
O=C(c1cnc(-c2ccc(Cl)cc2)s1)c1ccc(Cl)cc1Cl,-14%,-1%,5%,-1%,-13%,-11%,-1%,-5%
CCN(CC)C(=O)CSc1nnc(-c2ccccc2)n1-c1ccccc1,-4%,-5%,5%,2%,-9%,-9%,-4%,-5%
CN(C)[C@@H]1C(=O)C(C(N)=O)=C(O)[C@@]2(O)C(=O)C3=C(O)c4c(O)ccc(Cl)c4[C@@H](O)[C@H]3C[C@@H]12,?,5%,?,-2%,?,-8%,-5%,?
CCN(CC)S(=O)(=O)c1ccc2oc(Nc3ccc4c(c3)OCCO4)nc2c1,?,7%,nt,-3%,0%,13%,6%,-6%
CS(=O)(=O)NCCSc1cc(C(F)(F)F)nc2ccccc12,-15%,-6%,-15%,-6%,-4%,?,7%,nt
COc1cc(NC(=O)c2cc(Cl)c(OC)c(Cl)c2)ccc1NC(=O)c1cc2ccccc2o1,-8%,-6%,nt,-1%,-5%,-7%,nt,nt
CCCCCCCCCCCCC(NC(C)=O)(C(=O)OCC)C(=O)OCC,-8%,1%,31%[activator],-2%,?,5%,5%,3%
COc1ccc(S(=O)(=O)NCC2CCCN(C(=O)C=C(C)C)C2)cc1 (centres undefined),-16%,0%,-4%,-1%,-14%,0%,-10%,4.5µM*
Cc1nnc(NC(=O)CSc2ccc3nnc(-c4cccnc4)n3n2)s1,-8%,1%,nt,-2%,-10%,4%,-7%,-10%
CCN(C(=O)COC(=O)c1cn(-c2ccccc2)nc1-c1ccccc1)C1CCS(=O)(=O)C1 (centres undefined),-20%,2%,-7%,-2%,-2%,-2%,-2%,3%
O=C(CCC1CCCCC1)Nc1cccnc1,-20%,-5%,nt,-2%,-14%,-12%,0%,8%
Cc1cc(C)n(-c2ccc(C(F)(F)F)cc2[N+](=O)[O-])n1,0%,-10%,nt,-2%,-5%,6%,-1%,2%
CC1Cc2ccccc2N1C(=O)CNc1ccccc1N1CCCCC1 (centres undefined),?,-2%,nt,-1%,-22%,-11%,2%,13µM*
Cc1cccc(CN(C)CCc2ccccn2)c1,-3%,-1%,-4%,2%,-13%,-8%,-5%,1%
COc1cc(C(=O)NCc2ccccc2)cc(Br)c1OC,9%,4%,-16%,1%,11%,-2%,0%,3%
CCOc1ncccc1C(=O)OCC(=O)N1CCN(S(=O)(=O)c2ccccc2)CC1,3%,0%,7%,1%,-3%,-1%,5%,6%
Cc1c(-c2nn(C)c(=O)c3ccccc23)oc2ccc(F)cc2c1=O,-7%,-9%,?,0%,-9%,-4%,-4%,9%
COc1ccc(C2C(C(=O)c3sc(C)nc3C)=C(O)C(=O)N2CCN2CCOCC2)cc1 (centres undefined),3%,-18%,-24%,2%,9%,-2%,17%,?
CN(C)S(=O)(=O)c1cccc(C(=O)OCC(=O)NCc2ccc3c(c2)OCO3)c1,2%,1%,0%,-1%,-1%,2%,0%,14%
Cc1ccc(CCN2CC(C(=O)NCCCN(C)Cc3ccccc3)CC2=O)cc1 (centres undefined),6%,-8%,6%,1%,0%,-1%,-6%,-7%
O=C(COc1ccccc1)Nc1ccccc1N1CCCCC1,-5%,0%,34%[activator],-3%,-11%,6%,9%,-17%
Cc1cc(C)c(C(=O)COC(=O)c2ccc([N+](=O)[O-])o2)cc1C,-28%,1%,nt,-2%,?,10%,3%,2µM*
Clc1ccc(-c2csc(N3CCSCC3)n2)cc1,-24%,4%,13%,-1%,-23%,5%,1%,-7%
Cn1c(=O)n(C)c2cc(S(=O)(=O)N3CCOCC3)ccc21,3%,-15%,21%[11.4 µM],-2%,-5%,-3%,-2%,-3%
O=C(Nc1ccc2ccccc2c1)N1CCCN(CCOc2ccccc2)CC1,-21%,-1%,0%,1%,-13%,-12%,3%,2%
N#Cc1c(-c2ccc(Cl)cc2)ccn2nc(CCC(=O)O)nc12,-5%,-4%,nt,0%,-5%,-3%,3%,?
O=C(c1cccs1)N1CCN(C(=O)C2CCCO2)CC1 (centres undefined),-4%,5%,5%,1%,-9%,-2%,-4%,?

Whole records, looked up by structure.
Cc1c(-c2nn(C)c(=O)c3ccccc23)oc2ccc(F)cc2c1=O is listed with Tau fluor counter = -7%; TRb-SRC2 inh = -9%; L3MBTL1 block = ?; TexasRed fluor = 0%; Tau ThT inhib = -9%; Tau fibril FP = -4%; aGal spleen mod = -4%; ALDH1A1 block = 9%
COc1ccc(C2C(C(=O)c3sc(C)nc3C)=C(O)C(=O)N2CCN2CCOCC2)cc1 (centres undefined) is listed with Tau fluor counter = 3%; TRb-SRC2 inh = -18%; L3MBTL1 block = -24%; TexasRed fluor = 2%; Tau ThT inhib = 9%; Tau fibril FP = -2%; aGal spleen mod = 17%; ALDH1A1 block = ?

No enrichment for hits; overall some 8.5% were active at least once.
